# TbPYK inhibitor – inhibitors of Trypanosoma brucei pyruvate kinase; TbPYK enzyme, Kinase-Glo Plus ATP luminescence, 45 min; Potency, µM (doses to about 76.8 µM), for the others: at the top dose activity, negative = inhibition, most hits filed as inhibitors; hit rate 0.12% among 410,000; also: potency is read from the fitted curve at half-maximal effect; nearly all actives have a fitted effect of over 50% in size
#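 In this concentration-response screen, enzyme-free wells defined baseline while DMSO plates tracked drift. Each reaction combined TbPYK, substrate, compound and 130 uM ADP for 45 min at room temperature. Kinase-Glo Plus luminescence gave the signal.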
# AmpC inh no detg – AmpC beta-lactamase inhibition without detergent | AmpC nitrocefin hydrolysis, absorbance 480 nm, 0.0001% Triton | hit rate 0.52% among 330,000 | Potency, µM (doses to about 57.1 µM), for the others: at the top dose activity change, negative = inhibition, actives largely listed as inhibitors;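 also: potency is read from the fitted curve at half-maximal effect; plate controls were no compound for no effect and no enzyme for full effect; nearly all actives have a fitted effect of over 20% in size; some results filed as inactive show a strong effect at the top dose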
# Target sequence (P00811 whole entry, looked up): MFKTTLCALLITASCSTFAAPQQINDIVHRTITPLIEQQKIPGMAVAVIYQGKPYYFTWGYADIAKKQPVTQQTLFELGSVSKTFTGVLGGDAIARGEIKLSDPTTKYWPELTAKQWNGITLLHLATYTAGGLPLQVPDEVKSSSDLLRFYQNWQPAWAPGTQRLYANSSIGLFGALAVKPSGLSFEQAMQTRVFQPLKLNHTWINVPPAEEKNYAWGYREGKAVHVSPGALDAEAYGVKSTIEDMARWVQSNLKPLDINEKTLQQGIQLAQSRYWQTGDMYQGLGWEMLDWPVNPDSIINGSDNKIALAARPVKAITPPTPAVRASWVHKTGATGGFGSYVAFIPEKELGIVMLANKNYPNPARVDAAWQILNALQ
#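 20 mM phosphate pH 7.0 + 0.01% (detergent screen) or 0.0001% Triton X-100; 5.3 nM AmpC reagent; cpd preinc 15 min RT; nitrocefin (800 uM stock) to start; A480 q20 s × 4 min; Activity was normalised to no-enzyme and no-compound control wells.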
# AmpC inh detg – inhibitors of E. coli AmpC beta-lactamase with detergent; AmpC hydrolysis of nitrocefin, absorbance 480 nm, 0.01% Triton; hit rate 0.041% among 370,000; P00811; Potency, µM (highest dose often 114 µM), inactives show top-dose activity change, negative = inhibition, usual class: inhibitors;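 also: potency is read from the fitted curve at half-maximal effect; 0% = no-compound wells and -100% = no-enzyme wells; nearly all actives have a fitted effect of over 25% in size; some results filed as inactive show a strong effect at the top dose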
#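 20 mM phosphate pH 7.0 + 0.01% (detergent screen) or 0.0001% Triton X-100; 5.3 nM AmpC reagent; cpd preinc 15 min RT; nitrocefin (800 uM stock) to start; A480 q20 s × 4 min; Activity was normalised to no-enzyme and no-compound control wells.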
# LmPK inh – LmPK (Leishmania mexicana) enzyme inhibition. purified LmPK, Kinase-Glo ATP luminescence, 1 h. Potency, µM (top dose mostly 57.5 µM), without a hit: top-dose activity change, negative = inhibition, hits mostly inhibitors. hit rate 0.37% among 290,000; also: potency is read from the fitted curve at half-maximal effect
# Target sequence (Q27686 whole entry, looked up): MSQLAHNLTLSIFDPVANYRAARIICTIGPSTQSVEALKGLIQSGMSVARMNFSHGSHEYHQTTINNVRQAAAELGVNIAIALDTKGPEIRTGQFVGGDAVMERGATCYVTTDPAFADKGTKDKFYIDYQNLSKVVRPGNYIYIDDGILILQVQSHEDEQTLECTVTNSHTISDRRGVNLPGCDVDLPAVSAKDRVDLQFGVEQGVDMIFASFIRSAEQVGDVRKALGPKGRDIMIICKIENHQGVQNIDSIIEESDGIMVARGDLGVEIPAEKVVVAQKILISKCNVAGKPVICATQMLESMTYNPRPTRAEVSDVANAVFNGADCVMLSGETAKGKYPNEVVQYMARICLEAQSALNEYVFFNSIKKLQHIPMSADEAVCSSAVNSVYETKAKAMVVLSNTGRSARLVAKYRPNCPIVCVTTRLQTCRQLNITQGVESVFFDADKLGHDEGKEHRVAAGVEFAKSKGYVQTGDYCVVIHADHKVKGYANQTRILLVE
#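 Screened at intermediate enzyme activity to detect both inhibitors and activators: LmPK at 0.1 nM, with a 0.5 nM enzyme column as activation reference. PEP 0.5 mM, ADP 0.1 mM; ATP detected by luminescence after 1 h.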
# HCV inh – inhibitors of hepatitis C virus infection. Huh7.5.1 HCVcc-Cre infection, luciferase reporter, 44 h. Potency, µM (series often up to 41.8 µM), without a hit: at the top dose activity change, negative = inhibition, most hits filed as inhibitors. hit rate 3.4% among 340,000. AID 651820; also: potency is read from the fitted curve at half-maximal effect
#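 Seed cells (1,000/well) for 4 h; treat with compound and infect with HCVcc-Cre, moi about 0.5. Incubate 44 h, then detect luciferase activity.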
# AMA1 RON2 block – disrupts binding of P. falciparum AMA1 to RON2 | AlphaScreen AMA1-biotinylated RON2 peptide binding | Potency, µM (highest dose often 58.2 µM), inactives show at the highest dose activity change, negative = inhibition, actives largely listed as inhibitors | hit rate 0.2% among 360,000 | AID 720542;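 also: potency is read from the fitted curve at half-maximal effect; 0% = vehicle wells and -100% = peptide control; nearly all actives have a fitted effect of over 45% in size; some results filed as inactive show a strong effect at the top dose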
#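 AMA1 (3D7) with his tag at 25 nM final met compounds first, then biotinylated RON2 peptide at 25 nM; detection used donor plus acceptor beads, 10 µg/mL apiece, read by AlphaScreen after 30 min at room temperature.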
# HCMV inh – blocks human cytomegalovirus replication; hit rate 4.5% among 410,000; activity change, negative = inhibition, % at 57.5 µM; HFF cells, HCMV-luciferase reporter, 72 h; hits give low values; AID 1259415; in the data active = activity change below about -60%; inconclusive = no clear call, values can overlap the other calls; inactive = above about -39%
#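 Luciferase read-out from HCMV-luciferase-infected HFFs (MOI 1 PFU/cell) 72 h post infection at 37C; compounds added after 16 h cell attachment; activity normalized between buffer-only basal and Salinomycin (10uM) inhibitor controls.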
# Active calls of the source: *; ? = inconclusive; . = no result given; [ ] = another dose, or the depositor's remark. Unless noted, calls follow the shape of the dose curve; as a rule, active = well fitted curve in the direction sought with a large enough effect; inconclusive = small, poorly fitted or top-dose-only effect, or another doubt; inactive = no such curve, though single readings can be large; an effect the other way counts as inactive or inconclusive. Unless noted, % is scaled to controls: 0 for no effect and ±100 for the full control effect.
SMILES,TbPYK inhibitor,AmpC inh no detg,AmpC inh detg,LmPK inh,HCV inh,AMA1 RON2 block,HCMV inh
O=[N+]([O-])c1ccc(C[n+]2c(-c3ccccc3)cc(-c3ccccc3)cc2-c2ccccc2)cc1,-2%,39%,-5%,.,10µM*,-7%,-63*
CN1c2ccccc2C(C)(C)[C@]12C=Cc1cc(O)ccc1O2,-24%,-34%,-6%,2%,13µM*,?,?
CC1CCCN(c2ccc(C(=O)NCCc3ccccc3)cn2)C1 (stereo not drawn),-11%,-24%,-7%,4%,?,-1%,82
Nn1c(-c2cccs2)nc2sc3c(c2c1=O)CCCC3,7%,-21%,-19%,-16%,?,37%[activator],68
CCOC(=O)CC1C(=O)NCCN1S(=O)(=O)c1cc(Cl)c(Cl)cc1Cl (stereo not drawn),-10%,34%,-2%,-4%,8%,17%,-14
O=C(CCN1C(=O)/C(=C\C=C\c2ccccc2)SC1=S)Nc1cccc(C(=O)O)c1,-3%,-2%,?,6%,15%,-10%,57
O=C(Cc1ccc(-c2ccccc2)cc1)N1CCOCC1,7%,-14%,?,1%,17%,-3%,-8
CCOc1ccc(C(=O)N2CCC(c3noc(-c4ccc(S(=O)(=O)N5CCCC5)cc4)n3)CC2)cc1,3%,.,21%,.,.,.,14
CN(C)c1ccc(N/C=C/C(=O)C(F)(F)F)cc1,-6%,-12%[11.4 µM],-13%,2%,28%,?,-29
CCN(CC)C(=O)CSc1nc2cc3c(cc2c(=O)n1Cc1ccc2c(c1)OCO2)OCO3,-4%,-35%,-4%,3%,?,4%,?
O=C(NCCN1CCNC1=O)C1CCC(=O)N(Cc2ccccc2F)C1 (stereo not drawn),-8%,3%,0%,1%,2%,-10%,-15
CC1(C(=O)NS(=O)(=O)c2ccc(Br)cc2)CCN1C(=O)Cc1cccs1 (stereo not drawn),1%,.,.,.,.,13%,?
Cc1c(C2OC(=O)C3(CCCCC3)C(=O)C2(C)C)c(=O)n(-c2ccccc2)n1C (stereo not drawn),2%,0%,-1%,3%,8%,2%,-6
CCOC(=O)c1c(C)[nH]c(C(=O)OCC(=O)N(C)CC(=O)Nc2ccccc2Cl)c1C,3%,38%,0%,.,?,-16%,9
CCOc1ccc(S(=O)(=O)NCc2cccs2)cc1,-8%,-26%,-10%,-2%,12%,-25%,-31
COc1cccc(CNC(=O)Cc2c(C)c3ccc(OC)c(C)c3oc2=O)c1,3%,.,9%,.,.,.,-6
C=CCOC(=O)Nc1ccc(Cl)cc1NC(=O)OCC=C,1%,-15%,?,-2%,?,24%,-14
O=C(NCc1ccco1)c1cccn2c(=O)c3cc4ccccc4cc3nc12,.,-3%,?,2%,.,.,.
COc1ccc(N2C(=O)CC(N(CCc3ccc(OC)c(OC)c3)C(=S)Nc3ccccc3)C2=O)cc1 (stereo not drawn),-10%,56%,-6%,2%,1%,2%,-36
O=C(COC(=O)Cn1cnc2ccccc21)NCc1ccc(F)cc1,0%,-16%,-14%,6%,23%,0%,-16
COc1ccccc1NS(=O)(=O)c1ccc(C(=O)NCC(c2ccccc2OC)N2CCCC2)cc1 (stereo not drawn),0%,.,.,.,-18%,-2%,-16
O=C(O)c1ccc(N/N=C/C2=C(N3CCOCC3)C(=C\c3ccccc3)/CC2)cc1,-28%,?,-15%,-2%,29%,-12%,0
CC1=C(C(=O)N(C)C)CC(CC(=O)NC2CCCCC2)C(=O)N1Cc1ccccc1 (stereo not drawn),0%,.,.,.,.,9%,-10
O=C(Nc1ccc(OCc2cc(=O)n3c4c(sc3n2)CCCC4)cc1)c1cccc(F)c1,4%,.,-5%,.,.,.,-1

# Reprinted from the listing for reference:
SMILES,TbPYK inhibitor,AmpC inh no detg,AmpC inh detg,LmPK inh,HCV inh,AMA1 RON2 block,HCMV inh
O=C(COC(=O)Cn1cnc2ccccc21)NCc1ccc(F)cc1,0%,-16%,-14%,6%,23%,0%,-16
COc1ccccc1NS(=O)(=O)c1ccc(C(=O)NCC(c2ccccc2OC)N2CCCC2)cc1 (stereo not drawn),0%,.,.,.,-18%,-2%,-16
O=C(O)c1ccc(N/N=C/C2=C(N3CCOCC3)C(=C\c3ccccc3)/CC2)cc1,-28%,?,-15%,-2%,29%,-12%,0
CC1=C(C(=O)N(C)C)CC(CC(=O)NC2CCCCC2)C(=O)N1Cc1ccccc1 (stereo not drawn),0%,.,.,.,.,9%,-10
O=C(Nc1ccc(OCc2cc(=O)n3c4c(sc3n2)CCCC4)cc1)c1cccc(F)c1,4%,.,-5%,.,.,.,-1

# (continued)
SMILES,TbPYK inhibitor,AmpC inh no detg,AmpC inh detg,LmPK inh,HCV inh,AMA1 RON2 block,HCMV inh
O=C(O)c1c(-c2ccccc2)cnc2ccccc12,-1%,.,.,.,.,16%,-34
CCC(=O)N1CCC1(C)C(=O)Nc1cccc(OC)c1OC (stereo not drawn),6%,.,.,.,.,-4%,-15
CCCCNC(=O)C[C@@H]1C[C@@]2(C(=O)OCC)CCC=C2N(Cc2ccc(Cl)cc2Cl)C1=O,-5%,.,.,.,.,-3%,-7
CC(C)C[C@H]1CN=C(Nc2ccccc2)N1CCC(C)c1ccccc1 (stereo partly drawn),4%,8%,?,.,?,-2%,-25
O=C(Nc1ccc2c(c1)OCO2)c1cnn2c(C(F)(F)F)cc(-c3ccco3)nc12,0%,-18%,-14%,1%,?,5%,-39
COCCNC(=O)C1(C)CCCN(Cc2ccc3ccccc3c2Br)C1 (stereo not drawn),-8%,.,.,.,.,-1%,-18
CCNC(=S)N1CCN(C(=O)C(Cc2ccccc2)NC(C)=O)CC1 (stereo not drawn),2%,2%,-9%,2%,4%,-1%,?
CC(=NNC(=O)c1ccncc1)c1ccc(Cl)cc1Cl,4%,.,.,.,-8%,57%[activator],?
Cc1nnc2sc(SCc3ccccc3)nn2c1=O,.,-14%,-10%,-1%,1%,.,.
COc1ccc(N2CCN(CCS(=O)(=O)c3cc(Cl)ccc3Cl)CC2)cc1,0%,44%,2%,.,-20%,-20%,?
Cc1ccc(NC(=O)C2CCCN(S(=O)(=O)c3ccc4[nH]c(=O)ccc4c3)C2)nc1 (stereo not drawn),-1%,-13%,0%,-1%,-7%,-11%,-7
CCCCOc1ccc(C(=O)N2CCNC(=O)C2)cc1,-1%,-5%,-7%,-3%,9%,-12%,-4
CCn1cc(NC(=O)Nc2ccc(OC)c(OC)c2)c(C(N)=O)n1,3%,-30%,-5%,-1%,-3%,4%,-12
CCOc1ccc(NC(=O)C(=O)NCCc2sc(-c3ccc(C)cc3)nc2C)cc1,0%,.,4%,.,.,.,29
CCOC(=O)Cn1nc(C)n(-c2ccc(C(C)(C)C)cc2)c1=O,0%,4%,-5%,3%,8%,28%,3
Cc1[nH]nc2ncc(C(=O)c3cc(Cl)cc(Cl)c3O)cc12,-1%,-33%,?,2%,0%,9%,2
CCCCN(C)CCn1c(=S)[nH]c2ncccc2c1=O,-1%,-24%,?,5%,18%,24%,-4
CCCNC(=O)N1[C@H](c2cccs2)[C@@H](C)C(=O)[C@@H](C)[C@@H]1c1cccs1,6%,.,16%,.,.,.,9
O=C1[C@@H]2[C@H](C(=O)N1CC(O)COCc1ccccc1)C1C=C[C@H]2C1 (stereo partly drawn),0%,.,.,.,36%[activator],3%,3
Cc1ccc(C(=O)CSc2nnc(Cn3nnc4ccccc43)n2C)cc1,-8%,-8%,3%,-1%,?,38%,10
O=c1c2sc3ccccc3c2n(Cc2ccccc2F)c(=O)n1-c1ccccc1Cl,5%,.,1%,.,.,.,1
COc1ccc(Cl)cc1NC(=O)c1cc2ccc3ccc(C)[nH]c3c2n1,-6%,.,4%,.,.,.,?
Cc1nnc(Nc2ccc(F)cc2)c2ccccc12,8%,-7%,?,-11%,-22%,8%,19
COc1ccc(-c2[nH]ncc2CNC(C)CCn2cccn2)cc1F (stereo not drawn),1%,-5%,1%,5%,4%,-1%,22
CCn1cc(C(=O)N(C)Cc2ccccc2)c(=O)c2cc(S(=O)(=O)N3CCCCC3)ccc21,-5%,.,-2%,.,.,.,2
CCS(=O)(=O)Nc1cccc(C2=NN(C(=O)c3ccco3)C(c3ccco3)C2)c1 (stereo not drawn),0%,-32%,-1%,1%,-19%,-25%,2
CCCN(c1ccccc1F)S(=O)(=O)c1cc(-c2cc(C)no2)ccc1C,-10%,.,7%,.,.,.,-14
O=C(Nc1ccc(F)cc1F)c1cc(-c2ccco2)nc2ccccc12,?,-5%,-2%,9%,-23%,-11%,-6
CC(C)[C@@H](COc1ccccc1)N1CCN(Cc2ccccc2)CCC1=O,0%,124%[activator],?,6%,-6%,-9%,6
Cc1cc2c(Nc3ccccc3O)ncnc2s1,-2%,.,.,.,.,-4%,?
Oc1c(C(c2ccc(Cl)cc2Cl)N2CCCC2)sc2nc(-c3ccco3)nn12 (stereo not drawn),2%,.,-1%,.,.,.,0
COC(=O)c1ccccc1NC(=O)CSc1nc(O)cc(=O)n1C1CCCC1,5%,-11%,-2%,-3%,-3%,-2%,44
Cc1c(C(=O)N2CCN(CC(=O)Nc3ccccc3Cl)CC2)oc2ccc(Br)cc12,8%,-17%,5%,.,-4%,-9%,42
CCc1nc2c(OCC(=O)C(C)(C)C)cccn2c1N(C=O)Cc1ccccc1,-1%,.,.,.,.,3%,-2
CSc1nsc(SCC(=O)Nc2cccc(NC(C)=O)c2)n1,1%,-10%,-1%,0%,?,12%,72
O=C(Cc1ccccc1)Nc1nc(-c2cccs2)cs1,0%,-38%,-5%,0%,-13%,11%,7
CCN=C1SC(C(=O)NCCc2ccccc2)CC(=O)N1CC (stereo not drawn),0%,-6%,2%,6%,12%,1%,-7
O=[N+]([O-])c1ccc(-c2ccc(/C=N/c3c(-c4ccco4)nc4ccccn34)o2)c(Cl)c1,.,-24%,-10%,-10%,2%,.,.
CCS(=O)(=O)n1nc(-c2cccnc2)nc1NCc1ccc(F)cc1,-1%,21%,1%,4%,-20%,-6%,74
Nc1nnc(CC(=O)N/N=C/c2ccc(-c3cccc(C(=O)O)c3)o2)s1,2%,-17%,0%,-5%,-2%,-7%,-23
Cc1ccc(NC(=O)c2c([N+](=O)[O-])c(C(C)(C)C)nn2C)c(C)c1,7%,-20%,?,1%,?,9%,?
Cc1cc(CNC(=O)CC2C(=O)NCCN2CC(C)(C)C)nn1C (stereo not drawn),-3%,-9%,-3%,-1%,16%,36%[activator],42
C/C(=N\NC(N)=S)C1=CCC2C3CC[C@H]4CC(O)CC[C@]4(C)C3CC[C@]12C (stereo partly drawn),-20%,-28%,-13%,-2%,?,90%[activator],-38
CCCOc1ccc(C(=O)CCC(=O)NNC(=O)c2cccs2)cc1,-6%,-19%,5%,.,3%,50%[activator],22

# Compound activity from PubChem BioAssay.
